FXIa mix inh = factor XIa (human) inhibition, mixture screen; P03951; purified FXIa, fluorogenic substrate, pooled mixtures; inhibition, % at 5 µM; 0.19% of 62,000 active; AID 680; in the data active = inhibition above about 20%, passing the limit was not always enough;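 note: each value is inhibition by a whole ten-compound pool holding the compound; 0% = enzyme with no mixture and 100% = wells lacking enzyme; strong numbers were not always called active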
CatB mix inh = human cathepsin B inhibition by mixtures; 0.06% of 62,000 active; Purified cathepsin B, AMC dipeptide fluorescence, compound mixtures; inhibition, %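 (ten-compound pools at 5 µM per compound and 50 µM total)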; in the data active = inhibition above about 22%, passing the limit was not always enough;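 note: 0% = enzyme without compound and 100% = no enzyme blank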
CatB block = human cathepsin B inhibition | P07858 | 0.1% of 63,000 active | AID 453 | inhibition, %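 (tested at 10 µM)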 | purified cathepsin B, fluorogenic substrate, fluorescence; in the data active = inhibition above about 21%;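 note: 0% = enzyme with no compound and 100% = no enzyme blank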
CatL inh = inhibitors of human cathepsin L. P07711. purified cathepsin L, fluorogenic substrate, fluorescence. inhibition, %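 (tested at 10 µM)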. 0.17% of 58,000 active; in the data active = inhibition above about 45%;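 note: 0% = enzyme with no compound and 100% = no enzyme blank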
E coli RNAP = inhibitors of Escherichia coli RNA polymerase. P0A8V2. E. coli RNA polymerase, fluorescence transcription assay. inhibition, %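 (tested at 10 µM)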. 0.2% of 62,000 active. AID 559; in the data active = inhibition above about 20%;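 note: 0% = enzyme without compound and 100% = no enzyme blank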
Target sequence (P0A8V2 whole entry, looked up): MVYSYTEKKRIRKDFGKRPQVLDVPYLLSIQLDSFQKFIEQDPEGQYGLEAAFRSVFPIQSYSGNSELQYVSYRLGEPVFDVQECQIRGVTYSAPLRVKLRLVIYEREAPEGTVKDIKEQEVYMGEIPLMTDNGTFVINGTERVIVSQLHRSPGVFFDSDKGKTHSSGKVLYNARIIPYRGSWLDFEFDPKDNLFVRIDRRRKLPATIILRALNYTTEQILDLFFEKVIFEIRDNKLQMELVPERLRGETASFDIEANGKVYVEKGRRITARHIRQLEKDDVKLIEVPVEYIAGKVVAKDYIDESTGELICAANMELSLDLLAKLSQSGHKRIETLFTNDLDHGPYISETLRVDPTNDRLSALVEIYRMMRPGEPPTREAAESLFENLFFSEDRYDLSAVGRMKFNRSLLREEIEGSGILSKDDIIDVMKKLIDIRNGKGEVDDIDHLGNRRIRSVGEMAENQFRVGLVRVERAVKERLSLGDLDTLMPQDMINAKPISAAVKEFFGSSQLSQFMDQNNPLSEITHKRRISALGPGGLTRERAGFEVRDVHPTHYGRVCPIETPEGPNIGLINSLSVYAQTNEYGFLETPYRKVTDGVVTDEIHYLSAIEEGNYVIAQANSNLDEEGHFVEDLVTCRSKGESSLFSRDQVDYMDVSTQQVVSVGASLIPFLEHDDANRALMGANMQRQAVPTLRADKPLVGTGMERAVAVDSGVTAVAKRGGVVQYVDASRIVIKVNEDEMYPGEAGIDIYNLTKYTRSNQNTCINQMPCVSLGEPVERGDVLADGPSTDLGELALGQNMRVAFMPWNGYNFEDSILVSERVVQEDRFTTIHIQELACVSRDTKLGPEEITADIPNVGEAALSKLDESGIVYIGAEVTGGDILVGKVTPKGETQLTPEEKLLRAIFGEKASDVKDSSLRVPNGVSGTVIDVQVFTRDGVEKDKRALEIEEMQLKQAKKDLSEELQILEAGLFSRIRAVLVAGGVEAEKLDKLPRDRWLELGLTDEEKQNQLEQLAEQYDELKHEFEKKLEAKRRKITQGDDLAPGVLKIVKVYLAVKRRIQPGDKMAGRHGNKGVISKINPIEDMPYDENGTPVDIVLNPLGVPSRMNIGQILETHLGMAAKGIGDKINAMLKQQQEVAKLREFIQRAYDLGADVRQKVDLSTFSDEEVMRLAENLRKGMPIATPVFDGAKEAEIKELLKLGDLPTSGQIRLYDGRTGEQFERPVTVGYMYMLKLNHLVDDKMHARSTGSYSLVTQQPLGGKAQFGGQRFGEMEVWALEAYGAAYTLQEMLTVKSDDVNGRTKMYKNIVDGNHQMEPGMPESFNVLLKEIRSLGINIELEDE
C1s block = blocks human complement C1s protease activity | 0.16% of 62,000 active | mean inhibition % of two 10-compound mixtures (stronger effect = higher value), % at 5 µM (by protocol) | purified C1s, fluorogenic AMC substrate, pooled mixtures;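 active = inhibition above 20% in each of the two 10-compound mixture wells holding the compound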;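 note: 0% = enzyme wells lacking compound mixture and 100% = no-enzyme blank wells; some compounds called inactive have numbers as strong as hits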
AP complement = alternative pathway complement inhibition, orthogonal assay. inhibition, % at 5 µM. Human serum alternative complement pathway, LPS-coated ELISA, C3 deposition; tested in compound mixtures. 0.08% of 62,000 active;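 active = inhibition above 30% in each of the two pooled mixtures holding the compound, so the lower value exceeds 30%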;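 note: 0% = serum in Mg-EGTA without compound and 100% = EDTA serum blank; some compounds past the cut are filed as inactive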
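Assay system: human serum alternative complement pathway, C3 deposition on LPS-coated wells; Dosing: 5 µM per compound in ten-compound mixtures; Detection: Anti-C3 ELISA, OD 450 nm; Buffer or medium: Mg2+-EGTA GVB++ buffer containing human serum at 1:15 dilution; Timing: 1 h at 37 °C; Replication: two different pools per compound.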
CatS block = blocks human cathepsin S protease activity; AID 501; inhibition, %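 (tested at 5 µM per compound within 10-compound mixtures)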; P25774; 0.06% of 62,000 active; recombinant cathepsin S, AMC dipeptide fluorescence, pooled mixtures; in the data active = inhibition above about 32%, passing the limit was not always enough;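 note: 0% = enzyme without compound and 100% = blank without enzyme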
Cathepsin G inh = blocks human cathepsin G enzyme activity; P08311; AID 581; 0.2% of 62,000 active; purified enzyme, AMC-tetrapeptide fluorescence, pooled mixtures; inhibition, % at 5 µM (by protocol);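 active = inhibition above 20% in each of the two mixture wells holding the compound; inactive = inhibition of 20% or less in either well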;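 note: 0% = enzyme control without mixture and 100% = blank lacking enzyme; strong numbers were not always called active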
* = called active by the depositor; · = no result given.

CatB mix inh | C1s block | CatL inh | CatB block | CatS block | E coli RNAP | FXIa mix inh | Cathepsin G inh | AP complement | Structure
7 | 0 | -5 | 0 | 7 | 6 | 10 | 0 | 26 | COC(=O)CSc1ccc2nnc(-c3ccc(OC)c(OC)c3)n2n1
2 | 5 | · | 1 | 16 | 7 | 1 | 16 | 4 | Cc1c(C)n(C(=O)CSc2ncn[nH]2)c2ccccc12
6 | 4 | 4 | -2 | -6 | 1 | 3 | -2 | 15 | Cc1ccc(Cn2c(=O)c3ccccc3n3c(CCC(=O)O)nnc23)cc1
-4 | 5 | 0 | -1 | 0 | 5 | 2 | 11 | -5 | CCn1c(=O)c(C(=O)NCc2ccc(OC)c(OC)c2)c(O)c2ccccc21
0 | -12 | -1 | 3 | 21 | 4 | 4 | -4 | 11 | Cc1oc(-c2ccccc2)nc1C(=O)Nc1nccs1
-1 | 14 | 2 | 5 | 1 | 5 | 9 | 6 | 10 | O=C(Nc1ccccc1Cl)c1ccc2c(c1)N(Cc1ccc(F)cc1)C(=O)CS2=O (centres undefined)
-4 | -2 | 10 | -2 | -1 | · | -3 | 8 | 16 | COc1cc(C2c3c(-c4cc(C)cc(C)c4O)n[nH]c3C(=O)N2CCCO)cc(OC)c1OC (centres undefined)
1 | -6 | 18 | 5 | 20 | 1 | 8 | -2 | 4 | COC(=O)c1cc(COc2ccc3oc(C)c(C(=O)OC)c3c2)c(C)o1
4 | 11 | 4 | -2 | 1 | 3 | 6 | 8 | 12 | O=C(CSc1nnc(COc2ccc(Cl)cc2)o1)N1CCN(c2ccccc2)CC1
15 | 15 | · | 7 | -2 | 3 | 15 | 22 | 14 | CCC(C)N1CC23C=CC(O2)C(C(=O)OCc2ccccc2)C3C1=O (centres undefined)
0 | -21 | 11 | 0 | 8 | -2 | 0 | -2 | -11 | Cc1ccc(C2/C(=C(\O)c3c(C)nc4ccccn34)C(=O)C(=O)N2CCCN(C)C)o1 (centres undefined)
-1 | -34 | -6 | 1 | -7 | -3 | 9 | -6 | 3 | COc1ccc(OC)c(S(=O)(=O)NCC2CCCO2)c1 (centres undefined)
0 | -2 | 9 | 0 | -1 | 4 | -3 | 12 | -6 | CCOc1cc(N2CCOCC2)c(OCC)cc1NC(=O)CN1C(=O)NC(Cc2ccccc2)C1=O (centres undefined)
3 | 12 | 14 | -5 | -2 | 7 | 8 | 5 | 15 | CC(C)(C)n1nnnc1C(c1cccc(C#N)c1)N1CCC(Cc2ccccc2)CC1 (centres undefined)
4 | 13 | 2 | 1 | -4 | 3 | 5 | 9 | 4 | Cc1oc2c(c1C(=O)NC(Cc1c[nH]c3ccccc13)C(=O)O)CCCC2 (centres undefined)
-6 | -2 | 3 | -3 | -2 | -2 | 5 | -1 | 16 | N#CCSc1nnc(-c2ccc(S(=O)(=O)N3CCOCC3)cc2)n1CC1CCCO1 (centres undefined)
2 | 25 | 0 | 1 | 9 | -8 | -9 | 9 | -9 | COc1ccc(-c2cc(C(=O)Nc3ccc(C)cc3)no2)cc1
2 | 6 | -4 | 1 | 12 | -6 | 16 | 8 | 13 | O=C(c1cc(-c2ccco2)on1)N1CCOCC1
5 | 12 | · | 1 | 8 | 0 | 5 | 3 | 19 | O=C(NCCCN=C1NS(=O)(=O)c2ccccc21)c1ccc(S(=O)(=O)N2CCCCC2)cc1
1 | -8 | · | 1 | -2 | 3 | 6 | -4 | 11 | Cc1cc(C)cc(-c2nc(-c3ccncc3)no2)c1
-3 | 2 | -1 | 0 | 0 | 3 | 9 | 5 | -6 | CCn1c(COc2cccc(C)c2)nnc1SCC(=O)N1CCCC1
-1 | -155 | -1 | · | -6 | 14 | -14 | -20 | 5 | Cc1c(C(=O)O)c(-c2ccccc2)nn1-c1ccccc1
5 | 1 | · | -3 | -1 | 3 | 2 | -2 | 24 | Cc1ccc(-c2nc(CS(=O)CC(=O)NCCN3CCOCC3)c(C)o2)cc1 (centres undefined)
6 | -25 | · | -3 | 5 | 10 | 8 | 1 | 15 | CC1=C(C(=O)OCc2ccc3c(c2)OCO3)C(c2ccccc2)NC(=O)N1 (centres undefined)
-5 | -2 | 5 | 2 | 5 | 5 | 5 | -3 | 3 | O=C(NCCCN1CCC(Cc2ccccc2)CC1)C1CC(=O)N(C2CCCC2)C1 (centres undefined)
0 | -7 | -38 | 2 | 18 | -5 | 7 | 2 | 19 | COc1ccccc1NC(=O)N(Cc1cc2cc(OC)c(OC)cc2[nH]c1=O)CC1CCCO1 (centres undefined)
4 | 5 | 5 | 3 | -2 | 5 | 6 | 11 | 17 | O=C(NCc1cccs1)C1CCC(=O)N1C1CCCCC1 (centres undefined)
1 | -1 | 22 | 1 | 1 | 11 | 0 | -5 | -7 | CC1CN(c2ccc(Oc3ccccc3)cc2)c2nc3c(c(=O)n(CC(N)=O)c(=O)n3C)n2C1 (centres undefined)
6 | -2 | 6 | 9 | 15 | 1 | 6 | -1 | -4 | Cc1nn(-c2ccccc2)c(Cl)c1C1C(C#N)=C(N)OC2=C1C(=O)CCC2 (centres undefined)
-7 | -97 | -2 | 3 | -12 | 4 | -24 | -22 | -5 | CCC(C(=O)N1CCc2cc(OC)c(OC)cc2C1)c1ccccc1 (centres undefined)
1 | 13 | 26 | 2 | -1 | 10 | 9 | 8 | -15 | Clc1ccc(Cn2ncc3c(N4CCCCC4)ncnc32)c(Cl)c1
2 | 0 | · | 1 | 0 | 3 | 2 | 6 | 14 | CCCc1cc(C(=O)Nc2cccc(Cl)c2)no1
4 | -26 | · | -2 | -3 | -1 | 9 | -1 | 5 | Cc1cc(C)nc(-n2nc(C)c(Oc3ccccc3O)c2C)n1
-5 | -110 | -3 | 0 | -14 | 5 | -7 | -5 | 18 | O=C(Nc1nnc(-c2ccc(F)cc2)o1)c1ccco1
-4 | -17 | 9 | 10 | 7 | 9 | -3 | 6 | 5 | CC1CC(C)CN(CC(C)(C)NS(=O)(=O)c2ccccc2)C1 (centres undefined)
-1 | 10 | 12 | 4 | -9 | 5 | 6 | 6 | 12 | O=C(O)c1cccc(Nc2nc(N3CCOCC3)nc(N3CCOCC3)n2)c1
2 | 10 | 25 | 2 | 4 | 14 | 13 | 10 | 8 | COc1cccc(N2C(=O)C3CCCN3C2c2ccc(Cl)cc2)c1 (centres undefined)
-1 | -7 | 18 | -1 | 6 | 1 | 4 | -1 | 1 | Cn1c(=O)c2c(ncn2CC(=O)Nc2ccccc2Sc2ccccc2)n(C)c1=O
7 | 4 | 10 | 0 | 3 | · | 9 | 0 | 7 | O=C(Cn1c(C(=O)NCc2ccco2)cc2sccc21)c1ccccc1
5 | 5 | 6 | 5 | 2 | · | 2 | 10 | -1 | O=C(CCN1C(=O)c2ccccc2C1=O)Nc1ccc(S(=O)(=O)NC2=NCCCCC2)cc1
2 | -29 | -8 | -6 | -5 | -2 | 8 | -2 | 8 | CCOc1ccc(-c2cc(CCCC(=O)NCc3cccnc3)no2)cc1
0 | -2 | 0 | -4 | -5 | 3 | 3 | -2 | 3 | CCn1ncc(Br)c1C(=O)N(C)C12CC3CC(CC(C3)C1)C2
2 | -28 | 4 | 6 | 16 | 12 | 1 | 1 | -5 | Cc1ccccc1CSc1nnc(C)n1N
2 | -17 | 4 | 7 | 18 | 10 | -5 | -2 | -3 | C/C(=C\c1cc(C(=O)O)c(C)o1)CO
5 | -1 | 3 | 4 | -6 | 1 | 1 | 3 | 6 | Cc1ccc(C(=O)OCc2nnc(-c3ccccc3)o2)o1
-1 | -6 | 2 | 2 | -2 | 5 | 2 | -1 | 2 | O=C(c1ccc(-c2ccccc2)cc1)N1CCCC1
1 | 3 | 18 | -3 | 3 | 3 | 4 | 9 | 5 | Cc1nonc1NC(=O)Nc1cccnc1
1 | -24 | 0 | 2 | 7 | -12 | 6 | -10 | -11 | CCN1CCN(S(=O)(=O)Cc2ccccc2)CC1
-3 | 3 | 6 | 3 | 6 | 9 | 3 | 14 | -8 | O=C(CSc1nnc(-c2ccccc2)o1)OCc1ccccc1
2 | -22 | 26 | 8 | 16 | 6 | 4 | -13 | -34 | CCCCc1ccc(C2C(C#N)=C(N)SC(N)=C2C#N)s1
17 | 0 | 12 | 4 | 20 | · | 9 | -1 | 2 | CCC(c1nnnn1CC1CCCO1)N(CCN1CCOCC1)Cc1cc2cc(C)ccc2[nH]c1=O (centres undefined)
0 | -18 | 9 | 0 | -5 | 4 | 1 | 0 | 7 | O=C(CN1C(=O)c2ccccc2C1=O)Nc1ccc(-c2nc3ccccc3o2)cc1
-2 | 7 | 10 | -1 | -8 | 5 | 7 | 9 | -16 | O=C(NCC1CCCO1)c1ccccc1-c1nc(-c2ccc(F)cc2)no1 (centres undefined)
1 | 1 | -2 | 0 | 0 | 3 | 2 | 8 | 12 | CCOC(=O)N1CCC(NC(=O)c2ccc3c(c2)sc2nc(-c4ccccc4)cn23)CC1
4 | 14 | 8 | -1 | 1 | 3 | 7 | 9 | 14 | C=CCn1c(COc2cccc(C)c2)nnc1SCC(=O)NC(=O)NCc1ccco1
-7 | -38 | 8 | 3 | -3 | -3 | -8 | -40 | -32 | CC1(C)CC(=O)C2=C(C1)NC(SCC(=O)Nc1ccccc1)=C(C#N)C21CCCCC1
0 | -3 | 17 | 2 | 0 | 7 | 0 | 8 | 5 | COc1ccccc1-c1noc(CCC(=O)Nc2cc(C(F)(F)F)ccc2Cl)n1
2 | 19 | -14 | 0 | -2 | 0 | -4 | 12 | 20 | CCC(=O)c1ccccc1OCCN1C(=O)NC(C)(C)C1=O
8 | 9 | 13 | 6 | 18 | 12 | 7 | -12 | 2 | COc1ccc(NC(=O)CSc2nnc(-c3ccccc3C)n2C)cc1
4 | -4 | 1 | 4 | -2 | 6 | 2 | 7 | 25 | COC(=O)c1cccc(S(=O)(=O)N2CCCCC2)c1

Five of the entries above in order of their number in AP complement, rising:
compound,CatB mix inh,C1s block,CatL inh,CatB block,CatS block,E coli RNAP,FXIa mix inh,Cathepsin G inh,AP complement
CC1(C)CC(=O)C2=C(C1)NC(SCC(=O)Nc1ccccc1)=C(C#N)C21CCCCC1,-7,-38,8,3,-3,-3,-8,-40,-32
CCN1CCN(S(=O)(=O)Cc2ccccc2)CC1,1,-24,0,2,7,-12,6,-10,-11
COc1ccccc1-c1noc(CCC(=O)Nc2cc(C(F)(F)F)ccc2Cl)n1,0,-3,17,2,0,7,0,8,5
C=CCn1c(COc2cccc(C)c2)nnc1SCC(=O)NC(=O)NCc1ccco1,4,14,8,-1,1,3,7,9,14
COC(=O)c1cccc(S(=O)(=O)N2CCCCC2)c1,4,-4,1,4,-2,6,2,7,25

Next part
CatB mix inh | C1s block | CatL inh | CatB block | CatS block | E coli RNAP | FXIa mix inh | Cathepsin G inh | AP complement | Structure
2 | 12 | 10 | 1 | -6 | 8 | 4 | 10 | -10 | COc1ccc(C(=O)OCc2cc3cccc(C)c3[nH]c2=O)cc1
-1 | -22 | · | 2 | 3 | 5 | -2 | -3 | 8 | C=CCn1c(NCc2cc(C)ccc2O)nc2ccccc21
-3 | -8 | -2 | -5 | 3 | -5 | 4 | -4 | 9 | CCOc1ccc(NC(=O)CN2CCN(CC(=O)Nc3cc(OC)cc(OC)c3)CC2)cc1
7 | 10 | 9 | 4 | -10 | 6 | 2 | 7 | 7 | Cc1nc(C)c2c(c1C(F)(F)F)-c1ccccc1C2(F)F
0 | -12 | -8 | 8 | -7 | 0 | -1 | 4 | 12 | NC(=O)C1(S(=O)(=O)c2ccccc2)CCCCC1
2 | 12 | -10 | 3 | -7 | -2 | 6 | 7 | 12 | Cn1c(=O)c2c(nc(CN3CCN(Cc4ccccc4)CC3)n2Cc2ccc(F)cc2)n(C)c1=O

A portion of the library; rates above refer to the full screens.
